P. falciparum M1AAP = P. falciparum M1AAP inhibitors, biochemical, fluorogenic H-Leu-NHMec substrate, 1536-well (AID 1445); recombinant M1AAP, H-Leu-NHMec fluorogenic kinetic assay; higher % means a stronger effect; inhibition, % at 30 µM, or IC50 in µM where a hit was titrated; 0.42% of 220,000 active;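 active = primary inhibition above the hit cutoff, then over 50% inhibition at one or more dose response concentrations, cut at about 23% in these data, passing the limit was not always enough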;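 also: plate controls were DMSO full reaction for no effect and no enzyme background for full effect; strong numbers were not always called active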
ER stress rescue = protection against thapsigargin-triggered cell killing – 384-well, CSM14.1, ATP luminescence, primary screen (AID 1222); CSM14.1 thapsigargin-induced death rescue, ATP luminescence; higher % means a stronger effect; cellular ATP content (survival), % at 20 µM; hits with a dose series show EC50 in µM; 190,000 tested, under 10 active;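 active = EC50 below 50 µM in the dose-response confirmation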;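 also: death triggered by thapsigargin at about 15 µM added after 2 h compound pretreatment; cell ATP read after overnight thapsigargin exposure of roughly 18 to 22 hours; normalized against plate controls of thapsigargin alone and 5% DMSO vehicle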
Yfh1-depleted yeast = enhancers of respiration in Yfh1-depleted yeast, dose response, Friedreich's ataxia, plus single-dose screen (AID 1465). S. cerevisiae Yfh1-off respiration, WST-1 reduction, 72 h; higher fold induction means a stronger effect. fold induction at 50 µM, or EC50 in µM where a hit was titrated. 0.074% of 220,000 active;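 active = fold induction of absorbance versus untreated yeast above a set limit, then at least 30% activation at any dose in follow-up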;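 also: activators that raise dye reduction in frataxin-depleted yeast; strong numbers were not always called active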
Insulin prom up = MIN6 insulin promoter up-regulation; MIN6 insulin promoter-GFP reporter, high-content imaging; hits give high values; z-score at 5 µM; 0.3% of 190,000 active;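 active = z-score above 3 at 5 µM with at least 500 cells counted in the well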
Autophagy HCS = modulators of autophagy; calls only at 10 µM (by protocol); 0.98% of 190,000 active; AID 463193; MEF GFP-LC3 puncta imaging; test concentration mostly 10 µM;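 active = percentage of spot-positive cells more than 3 SD above its plate mean, without a fluorescence outlier flag or 80% toxicity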;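 also: spot-positive cell cutoff set from DMSO-treated cells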
M17LAP inhibition = P. falciparum M17LAP inhibitors, primary screen, biochemical, fluorogenic H-Leu-NHMec substrate, 1536-well (AID 1619) | inhibition, % at 30 µM, or IC50 in µM where a hit was titrated | recombinant M17LAP, H-Leu-NHMec fluorogenic kinetic assay; higher % means a stronger effect | 0.38% of 220,000 active;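 active = compound inhibiting the enzyme by more than half at any dose during confirmatory dose-response retesting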;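 also: plate controls were full reaction with DMSO carrier for no effect and no enzyme background for full effect; strong numbers were not always called active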
Lipid droplet = hepatic lipid droplet formation modulation; inhibition, % at 6.5 µM; AID 1656; AML12 mouse hepatocytes, oleate lipid droplets, BODIPY imaging; 0.4% of 240,000 active;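 active = lipid droplet intensity inhibited by at least 50%, with more than 500 cells counted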
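Material: mouse AML12 hepatocyte cell line, fixed after treatment; Timing: compound with oleate, overnight; Technique: high-content imaging of BODIPY-stained droplets and DAPI nuclei; Probe or stimulus: oleate, 100 µM final; Dosing: compound at 6.5 µM only.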
Dynein cargo inh = dynein cargo transport inhibition; z-score, hits read low; 3617.4 mouse cells, GR-EGFP nuclear translocation imaging; test concentration mostly 20 µM; stimulated with dexamethasone, 1 µM; hits give low values; AID 1381; 0.47% of 220,000 active;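 active = plate z-score of nuclear minus cytoplasmic receptor signal below a set negative limit, without overly bright fluorescence or cell loss, cut at about -3.5 in these data, passing the limit was not always enough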;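 also: z-score of nuclear minus cytoplasmic ring GR-EGFP intensity difference per well; some compounds called inactive have numbers as strong as hits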
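Buffer or medium – tet-free medium with charcoal-stripped serum · Signal – automated 10x imaging of fixed Hoechst-stained cells · Also added – dexamethasone agonist, 1.0 µM final, for 30 min · Incubation – induction 48 h, compound 1 h, agonist 30 min · Read-out – GR-EGFP nuclear translocation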
MT stabilizer = stabilizes microtubules in HeLa cells | HeLa tubulin immunostaining HCS, 24 h; share of cells brighter than vehicle mean+2SD | % tubulin-high responders, % at 10 µM | 0.83% of 200,000 active;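 active = plate Z-score above 3 for both tubulin-high and condensed-nucleus cell shares, with cell loss under 80%, at 10 µM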;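 also: anti alpha tubulin signal scored within the nucleus-defined area of each cell; some results filed as inactive read as strong as hits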
Dynein cargo inh cytoplasmic EGFP = recorded beside Dynein cargo inh, whose call it bears; z-score; measured here: cytoplasmic GR-EGFP intensity; hits give high values
Dynein cargo inh nuclear GR-EGFP = recorded beside Dynein cargo inh, whose call it bears; z-score; measured here: nuclear GR-EGFP intensity;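 lower value marks the stronger effect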
Dynein cargo inh cell count = further read-out of Dynein cargo inh, marked with its call; z-score; measured here: cell count per field
Insulin prom up cell count = further read-out of Insulin prom up, marked with its call; cell count; measured here: cytotoxicity, nuclei count;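 total cells summed across four imaged fields per well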
Lipid droplet cells 6.5 µM = recorded beside Lipid droplet, whose call it bears; cell count; measured here: cell count, cytotoxicity flag;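 cells counted across two imaged fields per well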
MT stabilizer Hoechst-high % = further read-out of MT stabilizer, marked with its call; % Hoechst-high responders; measured here: nuclear condensation Hoechst responders;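 share of cells brighter than vehicle mean plus two SD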
MT stabilizer cytotoxicity % = recorded beside MT stabilizer, whose call it bears; toxicity, %; measured here: cytotoxicity by cell density;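 0% = mean cell density of plate MIN control wells and 100% = no cells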
Autophagy HCS cell loss 18 h = further read-out of Autophagy HCS, marked with its call; toxicity, %; measured here: cell loss, nuclei count;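 cell loss after 18 h compound exposure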
Starred values were filed as active, the others as inactive; i = inactive; . = no result given.

Every second line gives: P. falciparum M1AAP	ER stress rescue	Yfh1-depleted yeast	Insulin prom up	Insulin prom up cell count	Autophagy HCS	Autophagy HCS cell loss 18 h	M17LAP inhibition	Lipid droplet	Lipid droplet cells 6.5 µM	Dynein cargo inh	Dynein cargo inh cytoplasmic EGFP	Dynein cargo inh nuclear GR-EGFP	Dynein cargo inh cell count	MT stabilizer	MT stabilizer Hoechst-high %	MT stabilizer cytotoxicity %
- CCN(CC(=O)Nc1ccccc1OC)CC(=O)Nc1ccccc1-c1ccccc1
  6%	-0.6%	i	0.25	1197	i	27	6%	-15	758	0.62	-0.038	0.68	-1.3	20*	45*	36*
- O=C(N/N=C/c1c(Cl)[nH]c2ccccc12)c1ccc2c(c1)OCCO2
  5%	.	i	-0.03	1310	.	.	-4%	-4	647	1.5	-0.21	0.3	-0.2	.	.	.
- NC(=O)C1(N2CCCCC2)CCN(C(=S)Nc2ccc(F)cc2)CC1
  3%	-1.3%	i	0.19	1204	i	2	-26%	-2	646	-0.66	-0.065	-0.57	0.78	2.1	2.9	3.4
- CC(C)OP(=O)(OC(C)C)C(Nc1ccccc1)c1cccc2c1OCO2 (centres undefined)
  6%	3.9%	i	0.57	1540	i	18	7%	-2	615	-0.33	-0.086	-0.1	-0.82	4.4	2.3	7.3
- Cc1cc(Cl)ccc1Oc1ncc(CN2CCN(c3ccccc3)CC2)s1
  11%	1.8%	i	-0.32	938	i	-4	0%	-3	846	-0.54	0.094	-0.31	0.017	0.6	1.1	8.9
- CCCCN(CC)Cc1c(O)ccc2c(-c3ccccc3)cc(=O)oc12
  5%	.	i	-1.4	952	.	.	-1%	11	679	0.68	-0.15	0.98	-1.6	.	.	.
- CCOC(=O)N1CCC(NC(=O)CN2C(=O)CSc3nc(C)cc(C)c32)CC1
  0%	0.1%	.	-0.2	919	i	-3	1%	.	.	-0.73	-0.14	-0.34	-0.56	7.9	1.9	3.5
- CCN(CC(=O)Nc1ccc2c(c1)OCCO2)CC(=O)Nc1cc(C)on1
  4%	-1.7%	i	-0.52	1144	i	-2	12%	.	.	-1.4	-0.47	-0.64	0.83	2.3	2.8	13
- COc1ccc(-c2nnc(-c3ccc(N)cc3)o2)cc1
  12%	-4.3%	i	-0.33	1299	i	18	-65%	3	735	0.13	-0.22	0.12	0.29	2.8	2.0	2.7
- COc1ccc(-c2nc3n(c(=O)c2C#N)CCS3)cc1OC
  .	1.5%	i	0.19	1415	i	-14	.	6	732	-0.78	-0.35	-0.27	0.7	2.9	2.1	6.1
- O=C(CC1Nc2ccccc2NC1=O)NC1CCCCC1 (centres undefined)
  -1%	0.8%	.	0.32	1249	i	2	14%	.	.	0.25	-0.21	0.28	0.17	2.2	2.0	5.1
- O=C(c1ccc(OC2CCN(Cc3ccccn3)CC2)cc1)N1CCCC(O)C1 (centres undefined)
  6%	-0.3%	i	-1.3	1369	i	-25	2%	43	716	-0.54	-0.2	-0.076	0.76	3.0	2.3	4.9
- CC(C)S(=O)(=O)c1csc(NC(=O)Nc2ccc(Cl)cc2)c1Cl
  4%	.	i	0.12	1405	.	.	1%	0	682	-0.17	-0.19	-0.38	-0.6	.	.	.
- COc1ccc(/C=C/C(=O)Nc2sc(Cc3ccccc3)c(C)c2C(N)=O)cc1
  10%	-2.8%	i	0.24	1316	i	-9	9%	14	699	-0.31	-0.058	0.041	-0.85	3.2	2.9	5.3
- O=C(COC(=O)c1ccc2c(c1)OCO2)Nc1ncc(Cl)cc1Cl
  -2%	-0.9%	i	0.78	1309	i	-13	-12%	0	570	-0.36	-0.33	-0.5	0.5	5.5	2.1	0.6

Complete entries, quoted from the list:
Entry for CC(C)OP(=O)(OC(C)C)C(Nc1ccccc1)c1cccc2c1OCO2 (centres undefined) → P. falciparum M1AAP = 6%; ER stress rescue = 3.9%; Yfh1-depleted yeast = i; Insulin prom up = 0.57; Insulin prom up cell count = 1540; Autophagy HCS = i; Autophagy HCS cell loss 18 h = 18; M17LAP inhibition = 7%; Lipid droplet = -2; Lipid droplet cells 6.5 µM = 615; Dynein cargo inh = -0.33; Dynein cargo inh cytoplasmic EGFP = -0.086; Dynein cargo inh nuclear GR-EGFP = -0.1; Dynein cargo inh cell count = -0.82; MT stabilizer = 4.4; MT stabilizer Hoechst-high % = 2.3; MT stabilizer cytotoxicity % = 7.3
Entry for O=C(N/N=C/c1c(Cl)[nH]c2ccccc12)c1ccc2c(c1)OCCO2 → P. falciparum M1AAP = 5%; ER stress rescue = .; Yfh1-depleted yeast = i; Insulin prom up = -0.03; Insulin prom up cell count = 1310; Autophagy HCS = .; Autophagy HCS cell loss 18 h = .; M17LAP inhibition = -4%; Lipid droplet = -4; Lipid droplet cells 6.5 µM = 647; Dynein cargo inh = 1.5; Dynein cargo inh cytoplasmic EGFP = -0.21; Dynein cargo inh nuclear GR-EGFP = 0.3; Dynein cargo inh cell count = -0.2; MT stabilizer = .; MT stabilizer Hoechst-high % = .; MT stabilizer cytotoxicity % = .

Going on with the list.
Every second line gives: P. falciparum M1AAP	ER stress rescue	Yfh1-depleted yeast	Insulin prom up	Insulin prom up cell count	Autophagy HCS	Autophagy HCS cell loss 18 h	M17LAP inhibition	Lipid droplet	Lipid droplet cells 6.5 µM	Dynein cargo inh	Dynein cargo inh cytoplasmic EGFP	Dynein cargo inh nuclear GR-EGFP	Dynein cargo inh cell count	MT stabilizer	MT stabilizer Hoechst-high %	MT stabilizer cytotoxicity %
- CCOc1ccc2oc(C(=O)NCC(C)(C)CN(C)C)c(C)c2c1
  0%	-1.6%	i	.	.	i	0	-4%	6	664	0.39	-0.26	-0.082	-0.19	8.3	1.1	6.5
- COC(=O)/C=C/C(=O)N1CCN(c2ccccc2)CC1
  3%	-1.2%	i	0.11	1271	i	-7	-4%	-1	643	-0.32	-0.29	-0.47	0.38	5.3	3.0	4.6
- Cc1nnc(SC(C)C(=O)NCC2CCCO2)n1-c1ccccc1 (centres undefined)
  2%	-1.3%	i	-0.07	948	i	4	7%	.	.	1.1	-0.16	0.34	-0.52	3.2	1.2	2.8
- Cc1ccc(S(=O)(=O)NC(CN2CCOCC2)=NCCNS(=O)(=O)c2ccccc2)cc1
  3%	-2.7%	i	-0.17	1665	i	-25	6%	13	645	1	-0.21	0.63	-0.71	3.4	4.2	16
- CCOC(=O)c1ccc(NC(=S)NNC(=O)C2(C)CC2(Cl)Cl)cc1 (centres undefined)
  -15%	-1.1%	i	0.04	874	i	0	20%	-3	730	.	.	.	.	2.1	1.7	2.0
- CC(C)N(CCc1ccncc1)C(=S)Nc1cccc(Cl)c1
  8%	-8.3%	i	0.27	1176	i	-25	0%	10	714	0.66	-0.21	0.58	-1.2	3.1	3.0	7.9
- CCCC(=O)NC(Nc1ccc(S(=O)(=O)Nc2cc(C)on2)cc1)(C(=O)OCC)C(F)(F)F (centres undefined)
  -2%	-0.1%	i	-0.61	1433	i	9	-7%	.	.	-0.6	-0.18	0.047	-0.2	5.0	3.2	7.9
- CN(c1cccc(NC(=O)c2ccc(N(C)S(=O)(=O)c3ccccc3)cc2)c1)S(C)(=O)=O
  -5%	2.1%	i	.	.	i	1	-5%	-2	714	-1.3	-0.35	-0.38	0.79	2.9	1.8	9.3
- CC(Sc1nnnn1-c1ccccc1)C(=O)Nc1ccccc1-c1ccccc1 (centres undefined)
  2%	0.8%	i	.	.	i	-8	-2%	2	698	0.086	-0.33	-0.086	0.086	6.0	2.2	8.1
- CC1CCC(NC(=O)CN(C)S(=O)(=O)c2cccc3cccnc23)CC1 (centres undefined)
  5%	.	i	-0.2	1058	.	.	4%	-3	745	0.16	-0.14	0.67	-1.7	.	.	.
- Cc1c(N=C2NC(=O)/C(=C/c3ccc(O)cc3)S2)c(=O)n(-c2ccccc2)n1C
  9%	-2.0%	i	-0.25	1386	i	5	7%	1	662	-0.51	-0.22	-0.22	1.4	3.7	2.8	11
- O=C(CN(C(=O)Cn1nnc(-c2ccccc2F)n1)c1cccc2c1CCCC2)NCc1ccccc1
  5%	1.8%	i	-0.49	1759	i	9	12%	-18	694	-0.23	-0.2	0.36	0.2	3.1	1.1	11
- COc1ccc(-c2coc3cc(OC)cc(O)c3c2=O)cc1
  7%	-1.0%	.	-0.79	1585	i	-3	-2%	.	.	0.88	-0.21	-0.56	-0.84	2.9	2.6	0.5
- Cc1ccc(S(=O)(=O)CCC(=O)OCC(=O)Nc2cc(C)on2)cc1
  -7%	1.3%	i	.	.	i	1	-1%	.	.	-0.66	-0.12	-0.081	-0.03	4.0	2.3	10
- CN(Cc1cn[nH]c1-c1ccc2c(c1)OCO2)C1CCOCC1
  -1%	-1.3%	i	-0.87	1487	i	-6	1%	2	672	0.66	0.12	0.54	-2.1	1.6	1.9	3.8
- O=C(O)[C@H]1CCCC[C@H]1C(=O)Nc1cc([N+](=O)[O-])ccc1F
  8%	-2.6%	i	1.6	1400	i	-8	36%	15	675	-0.25	-0.25	0.02	-0.18	2.1	2.4	6.4

Screening results: PubChem, several laboratories
